CSN deneddyl inh: inhibitors of human CSN-mediated cullin deneddylation. Q92905. Purified CSN, SCF-Nedd8-OG deneddylation, fluorescence polarization. inhibition, % at 12.5 µM. actives 0.38% (n = 360,000). AID 651999;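 active = pattern-corrected inhibition above about 35%, with an unprinted fluorescence ratio check between 0.5 and 1.5, limit read from the data, passing the limit was not always enough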;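 note: 0% = enzyme with substrate and 100% = substrate without enzyme; some results filed as inactive read as strong as hits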
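Schedule: reaction 90 min, room temperature / Assay system: HEK293T-derived human Csn5 enzyme / Input: Csn5 at 0.24 nM final / Measure: inhibition of Csn5 cleavage, % / Control set: substrate-only high control, full reaction low control / Technique: fluorescence polarization of the substrate / Buffer or medium: Tris/NaCl/DTT buffer, pH 7.5 / Reagent: SCFSkp2-Nedd8OG substrate at 10 nM final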
Scp-1 inhibitor: blocks human Scp-1 phosphatase activity; Q9GZU7; Recombinant Scp1, phosphopeptide, malachite green phosphate absorbance; inhibition, % at 20 µM; actives 0.88% (n = 340,000);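 active = inhibition above about 50% at 20 µM, limit read from the data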;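 note: plate controls were DMSO wells with enzyme for no effect and wells lacking enzyme for full effect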
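Assay system: SCP-1 catalytic fragment, aa 76-261 | Buffer or medium: Tris acetate buffer pH 5.5 with MgCl2 and Tween-20 | Compound: One concentration, 20 µM, with 1.0% DMSO | Also added: Phospho 17-mer peptide substrate | Signal: Absorbance at 630 nm | Incubation: 45 min enzyme reaction at room temperature | Measure: % inhibition of SCP-1 phosphate liberation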
Rpn11 block: Rpn11 (human) deubiquitinase inhibition; AID 588493; actives 0.59% (n = 360,000); human 26S proteasome, Ub4-pepOG fluorescence polarization; 20S core pre-blocked with epoxomicin; O00487; calls only at 20 µM;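 active = inhibition at 20 µM, scaled to each plate's controls, above about 33%, limit read from the data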
NadD inh: NadD (S. aureus) enzyme inhibition; purified NadD enzyme, colorimetric absorbance read-out; inhibition, % at 20 µM; actives 0.78% (n = 360,000); AID 602399; in the data active = inhibition above about 26%; note: some compounds past the cut are filed as inactive
STEP block: blocks human striatal-enriched tyrosine phosphatase. actives 0.25% (n = 360,000). recombinant STEP, OMFP fluorogenic substrate, fluorescence. P54829. inhibition, % at 20 µM;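 active = inhibition at 20 µM, scaled per plate between control wells, above about 37%, limit read from the data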;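 note: 0% = DMSO with enzyme and substrate and 100% = substrate only without enzyme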
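Also added – OMFP at 25 µM · Test system – STEP tyrosine phosphatase · Technique – FITC-channel fluorescence of OMFP product · Schedule – 20 min at room temperature, dark · Evaluation – control-normalized % inhibition with plate pattern correction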
DNMT1 block: DNMT1 (human) enzyme inhibition. P26358. DNMT1 molecular beacon, Hinp1I cleavage, fluorescence. inhibition (reported as % activation of signal), % at 10 µM. actives 0.83% (n = 360,000). AID 588458; in the data active = inhibition above about 50%
Target sequence (P26358 504-1616 limits assumed): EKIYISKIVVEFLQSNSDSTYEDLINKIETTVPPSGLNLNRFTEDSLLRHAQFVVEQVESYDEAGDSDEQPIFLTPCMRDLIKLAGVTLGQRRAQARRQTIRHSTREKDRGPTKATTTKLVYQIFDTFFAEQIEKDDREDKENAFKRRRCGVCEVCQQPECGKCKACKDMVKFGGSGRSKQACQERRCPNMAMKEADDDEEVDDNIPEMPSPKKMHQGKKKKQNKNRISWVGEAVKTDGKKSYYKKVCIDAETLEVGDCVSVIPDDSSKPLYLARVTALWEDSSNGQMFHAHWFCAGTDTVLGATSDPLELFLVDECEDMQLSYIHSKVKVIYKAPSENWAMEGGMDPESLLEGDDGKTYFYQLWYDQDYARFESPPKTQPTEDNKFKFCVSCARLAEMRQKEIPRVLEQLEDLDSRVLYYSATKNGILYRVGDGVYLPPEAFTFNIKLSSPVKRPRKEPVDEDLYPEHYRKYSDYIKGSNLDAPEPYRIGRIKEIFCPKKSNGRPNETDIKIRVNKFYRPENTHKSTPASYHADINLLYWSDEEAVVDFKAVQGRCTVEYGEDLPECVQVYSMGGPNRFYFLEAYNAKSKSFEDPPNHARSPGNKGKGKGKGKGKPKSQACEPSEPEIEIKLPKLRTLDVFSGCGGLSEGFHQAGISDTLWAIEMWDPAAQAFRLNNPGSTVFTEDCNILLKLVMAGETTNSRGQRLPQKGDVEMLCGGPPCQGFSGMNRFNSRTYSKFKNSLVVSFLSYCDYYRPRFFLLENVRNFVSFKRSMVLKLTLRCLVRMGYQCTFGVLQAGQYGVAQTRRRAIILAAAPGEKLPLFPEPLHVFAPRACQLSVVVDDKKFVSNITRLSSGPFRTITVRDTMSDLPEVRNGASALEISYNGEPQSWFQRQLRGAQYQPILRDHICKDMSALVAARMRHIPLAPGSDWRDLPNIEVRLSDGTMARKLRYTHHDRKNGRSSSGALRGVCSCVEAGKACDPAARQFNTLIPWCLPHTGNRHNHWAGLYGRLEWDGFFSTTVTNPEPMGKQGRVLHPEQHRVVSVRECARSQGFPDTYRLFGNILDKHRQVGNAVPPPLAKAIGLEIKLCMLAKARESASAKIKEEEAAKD
SUMO1-SIM PPI: SUMO1-SIM interaction modulation. P63165. SUMO1 binding to a labelled peptide, TR-FRET, 1 h. inhibition, % at 20 µM. actives 0.33% (n = 360,000); in the data active = inhibition above about 37%
LMPTP inh: blocks human LMPTP phosphatase | P24666 | recombinant LMPTP-A, OMFP fluorogenic substrate, fluorescence intensity | inhibition, % at 20 µM | actives 0.22% (n = 360,000);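 active = compounds that cut the enzyme signal by at least half of the control window in the single-dose screen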;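 note: plate controls were DMSO wells with enzyme plus substrate for no effect and substrate without enzyme for full effect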
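Assay system: LMPTP-A, protein tyrosine phosphatase of low molecular weight / Medium: pH 6.0 Bis-Tris buffer with DTT and Triton X-100 / Schedule: 50 min enzyme reaction at room temperature, protected from light / Measured by: endpoint fluorescence intensity from OMFP dephosphorylation / Read-out basis: % inhibition relative to no-enzyme and uninhibited control wells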
TbMetRS inhib: Trypanosoma brucei MetRS inhibition; actives 0.4% (n = 360,000); inhibition, % at 11.9 µM; AID 624268; purified T. brucei MetRS, ATP depletion, Kinase-Glo luminescence;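 active = inhibition above a per-plate cutoff of the control wells' mean inhibition plus 3 SD, cut at about 5.5% in these data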;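 note: 0% = DMSO wells median and 100% = median of wells with control inhibitor compound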
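assay system = parasite MetRS enzyme | timing = 15 min preincubation, 2 h reaction, all 25 °C | evaluation = percent inhibition relative to median high and low control wells | medium = HEPES buffer containing pyrophosphatase, BSA, spermine, DTT | compound = single dose, 11.9 µM final nominal, 0.9% final DMSO | detection = Kinase-Glo luminescence, ATP depletion format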
MLLE-PAM2 inh: blocks PAM2 peptide binding to the PABP1 MLLE domain | GST-MLLE / FITC-PAM2 fluorescence polarization | inhibition, % at 20 µM | actives 0.36% (n = 360,000) | AID 588489; in the data active = inhibition above about 35%, passing the limit was not always enough;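 note: plate controls were DMSO wells with GST-MLLE for no effect and wells lacking GST-MLLE protein for full effect; some results filed as inactive read as strong as hits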
* hit, by the source's call; i = inactive; nt = not tested or not shown. Compounds were not picked by outcome; any-hit rate near 3.6%.

SMILES | CSN deneddyl inh | Scp-1 inhibitor | Rpn11 block | NadD inh | STEP block | DNMT1 block | SUMO1-SIM PPI | LMPTP inh | TbMetRS inhib | MLLE-PAM2 inh
Cc1c(NC(=O)C(C)N2CC(C)OC(C)C2)c(=O)n(-c2ccccc2)n1C (stereo not drawn) | -3 | -6 | i | 4 | 0 | 2 | -1 | -0.7 | -0.7 | 1
Fc1cccc(-c2cc3nc(-c4ccccc4)cc(N4CCC5(CC4)OCCO5)n3n2)c1 | 5 | 12 | i | 24 | 4 | -7 | 5 | 5.5 | -0.4 | 12
Cc1cccc(-c2noc(CN(C)C(=O)COc3ccccc3)n2)c1 | 4 | -5 | i | -4 | 0 | 2 | 0 | 1.4 | -0.4 | 4
Cc1cc(CNC(=O)CC2C(=O)NCCN2Cc2ccccc2C(F)(F)F)on1 (stereo not drawn) | -7 | -3 | i | -6 | -2 | -1 | -5 | -1.0 | -0.1 | 22
Cc1noc(C)c1CSCC(=O)Oc1ccc(N(C)S(=O)(=O)c2ccc(Cl)cc2)cc1 | -2 | -13 | i | -2 | 1 | 0 | 5 | 3.3 | -0.5 | -18
O=C(Nc1cccc(S(=O)(=O)N2CCCCCC2)c1)c1ccc2c(c1)OCO2 | 5 | -15 | i | -4 | 0 | 7 | 13 | 1.7 | 0.1 | 8
Cc1ccc(NNC(=O)c2c(F)cccc2Cl)cc1Cl | 3 | 0 | i | 0 | 2 | 0 | -2 | 0.4 | 0.2 | -3
CC(=O)c1cccc(NC(=O)c2ccccc2N(Cc2ccccc2)S(C)(=O)=O)c1 | 1 | -12 | i | -7 | -2 | -1 | 0 | -0.5 | -0.3 | -16
CCN(CC)CCNC(=O)c1ccc(CS(=O)(=O)c2ccccc2C)o1 | -1 | -2 | i | -3 | 2 | 1 | 3 | -2.1 | 0.1 | 4
COc1ccc(S(=O)(=O)N2CCCCCC2)cc1C(=O)N(C)CC(=O)Nc1ccccc1C(F)(F)F | 2 | -8 | i | 1 | 2 | 1 | 4 | -0.7 | 0.1 | -10
O=c1[nH]c2ccccc2n2c(-c3ccccc3)nnc12 | -2 | 5 | i | 2 | 1 | -10 | -3 | -0.4 | -0.8 | 5
CCOC(=O)c1cccc(NC(=O)c2cccnc2)c1 | -1 | -7 | i | -5 | -6 | 4 | 2 | -0.4 | -1.2 | 8
COc1cc(C(=O)Nc2cc(C)nn2-c2ccccc2)cc(OC)c1OC | -3 | 10 | i | -3 | 0 | 3 | 3 | -1.7 | -1.3 | -11
CCOc1ccccc1NC(=O)c1cccc(NC2=NC3CS(=O)(=O)CC3S2)c1 (stereo not drawn) | 1 | -1 | i | 0 | -2 | 0 | -1 | -1.2 | -0.3 | -132
Cc1cc(C)cc(NC(=S)NCCCO)c1 | -3 | -1 | i | -5 | -2 | 2 | 0 | 1.0 | -0.2 | 1
CN1CC(=O)Nc2ccc(Br)cc2C1=O | -6 | 2 | i | -7 | 1 | -2 | -10 | -1.5 | -0.3 | 8
CCn1c(C)nc2cc(C(=O)NNS(=O)(=O)c3cc(Br)ccc3Br)ccc21 | 0 | 14 | i | 2 | 0 | 5 | 0 | -1.8 | -0.5 | -22
COCCNc1c([N+](=O)[O-])c(=O)n(-c2ccccc2)c2ccccc12 | 1 | -6 | i | 5 | 1 | 2 | -12 | -1.9 | -0.6 | 13
Cc1ccc(NC(=O)COC(=O)C2=NN(c3ccccc3)C(=O)CC2)c(Br)c1 | -5 | -6 | i | -3 | 0 | 3 | 5 | -1.4 | -0.5 | 4
NC(=S)Cc1nc(-c2ccccc2)cs1 | -9 | 4 | i | 3 | 4 | 50* | -2 | 0.0 | -0.1 | -4
CCOc1ncccc1C(=O)OCc1nnc(-c2ccccc2)o1 | 0 | -5 | i | -4 | -2 | 1 | -1 | 0.6 | -1.1 | 4
COc1ccc(C(=O)Nc2ccc(Nc3ccccc3)cc2)cc1Br | 3 | -7 | i | 3 | 0 | 0 | 2 | 4.4 | -0.9 | -8
Cc1cc(Cn2nc(-c3ccccc3)cc2C(=O)NCC2CC2)on1 | 103 | -3 | i | -3 | 1 | 1 | -1 | 0.6 | -0.4 | 5
O=C(OCC(=O)N1CCN(Cc2ccccc2)CC1)c1cc(Cl)ccc1[N+](=O)[O-] | -2 | -5 | i | -4 | -1 | -4 | -33 | -0.3 | -0.2 | -14
Cc1ccc(SCc2nc3ccccc3n2CC(=O)Nc2ccc(Cl)cc2)cc1 | 3 | 9 | i | 26 | 1 | -2 | 3 | 8.1 | 17* | 5
O=C(Cc1ccccc1)N1CCN(c2ccc([N+](=O)[O-])cc2)CC1 | 4 | -16 | i | 2 | -2 | -1 | -20 | 1.0 | -0.2 | -10
CC1CCCCC12NC(=O)N(CC(=O)Nc1ccc3[nH]c(=O)[nH]c3c1)C2=O (stereo not drawn) | -4 | -6 | i | -1 | 2 | -5 | 3 | -0.9 | -0.3 | 8
CN(C)S(=O)(=O)c1ccc(Cl)c(NC(=O)COC(=O)/C=C/c2ccc(S(=O)(=O)N3CCOCC3)cc2)c1 | -1 | -3 | i | -1 | -1 | 0 | -8 | 1.9 | -0.1 | -5
CN(C)CCN1CCN(C2CN(Cc3ccc(F)cc3)S(=O)(=O)C2)CC1 (stereo not drawn) | 0 | nt | i | -1 | 5 | 2 | 6 | 2.5 | -1.5 | 7
NS(=O)(=O)c1ccc(N2N=C(c3ccccc3)CC2c2ccccc2Cl)cc1 (stereo not drawn) | -2 | 7 | i | 5 | 5 | -16 | 0 | 4.1 | -0.9 | -6
NC(=O)c1ccccc1NS(=O)(=O)c1ccc(S(=O)(=O)N2CCCC2)cc1 | -5 | 13 | i | 4 | -1 | -2 | 2 | -1.4 | -0.2 | 9
COc1ccccc1-c1nnc(SC)n1C | -3 | -1 | i | -7 | -1 | 1 | -1 | -1.0 | 0.3 | -10
O=C1c2cccc3cccc(c23)C(=O)N1CC1CCN(S(=O)(=O)c2ccc(F)cc2)CC1 | 6 | -7 | i | 5 | 2 | 0 | -8 | 1.8 | -0.2 | -7
Cc1cccn2c(=O)c(C=O)c(N3CCSCC3)nc12 | 2 | 1 | i | -4 | 4 | 2 | -18 | -2.0 | 3.2 | 10
COc1cccc(NC(=O)CN2C(=O)CSc3nc(C)cc(C)c32)c1 | 0 | -4 | i | 3 | 0 | 6 | -2 | 1.2 | 0.2 | -4
Cc1ccc(N2CC(C(=O)Nc3ccccc3C(=O)NC3CCCCC3)CC2=O)cc1 (stereo not drawn) | -2 | 0 | i | -1 | -3 | -2 | -2 | -1.0 | -1.6 | -1
O=C(c1ccco1)N1CCN(C(c2ccc(Cl)cc2)c2nnnn2CC2CCCO2)CC1 (stereo not drawn) | -5 | -2 | i | 2 | 1 | 4 | 2 | -5.8 | -0.6 | 8
COc1ccccc1NS(=O)(=O)NC(=O)c1c(C)[nH]c2ccccc12 | 3 | -11 | i | -3 | 1 | -4 | 0 | -1.3 | -0.2 | 1
COc1ccc(Nc2nc3cc(C)ccc3cc2C#N)c(OC)c1 | 1 | 3 | i | -2 | 0 | -2 | 0 | 0.3 | -0.3 | 1
COc1ccc(C=NNc2ccc([N+](=O)[O-])cc2S(=O)(=O)Nc2ccccc2C(=O)O)cc1OC | 7 | -4 | i | 16 | -3 | -22 | 3 | 2.0 | -0.1 | -64
COc1ccc(SC[C@H](Cc2ccccc2)N2CC[C@@H](C(C)(C)C)CCC2=O)cc1 | 1 | -6 | i | 1 | 6 | 12 | 5 | 13 | -0.1 | 27
CC(C)Cc1nnc(NC(=O)c2ccc(S(=O)(=O)N3CCCC3)cc2)s1 | 1 | -5 | i | 1 | 2 | 3 | 3 | -0.3 | -0.3 | 15
CN(C)c1ccc(C(=O)N=c2sccn2C)cc1[N+](=O)[O-] | 1 | -5 | i | 4 | -1 | -1 | -14 | 1.0 | -0.3 | -5
Cc1ccc(/C=N/NC(=O)c2cccc(S(=O)(=O)Nc3ccccc3Cl)c2)o1 | 0 | -14 | i | 5 | 4 | 0 | 35 | 0.4 | -0.6 | -1
C/[N+]([O-])=C1\Cc2ccccc2C1=O | 5 | -11 | i | 5 | 0 | -5 | -16 | 0.0 | -0.6 | 8
CN(C)c1cc(-c2cccc(C(F)(F)F)c2)oc(=O)c1Cl | -1 | 3 | i | -1 | 1 | 2 | -15 | -1.3 | -0.6 | -4
N#Cc1nc(COc2cccc(Cl)c2)oc1NCCN1CCOCC1 | -2 | -9 | i | -7 | -3 | 4 | 2 | -0.5 | -0.3 | -3
O=C1C2C3C=CC(CNS(=O)(=O)c4ccccc4[N+](=O)[O-])(O3)C2C(=O)N1c1ccccc1 (stereo not drawn) | 3 | -3 | i | -4 | 0 | -1 | -13 | -0.5 | -0.2 | 23
N#C/C(=C\c1cccnc1)C(=O)Nc1cccc2ccccc12 | -1 | -5 | i | -1 | -3 | -12 | -3 | -1.2 | -0.7 | -27
CCOc1ccccc1NC(=S)N1CCC(NC(=O)NC23CC4CC(CC(C4)C2)C3)CC1 | 2 | 2 | i | 7 | 1 | -4 | -1 | 0.4 | -0.9 | -63

4 compounds out of the list, arranged by heavy-atom count, smallest number first.
SMILES | CSN deneddyl inh | Scp-1 inhibitor | Rpn11 block | NadD inh | STEP block | DNMT1 block | SUMO1-SIM PPI | LMPTP inh | TbMetRS inhib | MLLE-PAM2 inh
CN(C)c1ccc(C(=O)N=c2sccn2C)cc1[N+](=O)[O-] | 1 | -5 | i | 4 | -1 | -1 | -14 | 1.0 | -0.3 | -5
N#Cc1nc(COc2cccc(Cl)c2)oc1NCCN1CCOCC1 | -2 | -9 | i | -7 | -3 | 4 | 2 | -0.5 | -0.3 | -3
CC(C)Cc1nnc(NC(=O)c2ccc(S(=O)(=O)N3CCCC3)cc2)s1 | 1 | -5 | i | 1 | 2 | 3 | 3 | -0.3 | -0.3 | 15
O=C1C2C3C=CC(CNS(=O)(=O)c4ccccc4[N+](=O)[O-])(O3)C2C(=O)N1c1ccccc1 (stereo not drawn) | 3 | -3 | i | -4 | 0 | -1 | -13 | -0.5 | -0.2 | 23

Screens as filed in PubChem.
